Source: PubChem
AMA1 RON2 block = inhibitors of Plasmodium falciparum AMA1-RON2 interaction | AlphaScreen AMA1-biotinylated RON2 peptide binding | Potency, µM (doses to about 58.2 µM), without a hit: at the top dose activity change, negative = inhibition, actives largely listed as inhibitors | actives 0.2% (n = 360,000);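 also: potency is read from the fitted curve at half-maximal effect; 0% = vehicle wells and -100% = peptide control; nearly all actives have a fitted effect of over 45% in size; some results filed as inactive show a strong effect at the top dose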
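AMA1 (3D7) with his tag at 25 nM final met compounds first, then biotinylated RON2 peptide at 25 nM; detection used donor plus acceptor beads, 10 µg/mL apiece, read by AlphaScreen after 30 min at room temperature.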
HCV inhibitor = HCV inhibition; Huh7.5.1 HCVcc-Cre infection, luciferase reporter, 44 h; actives 3.4% (n = 340,000); Potency, µM (highest dose often 41.8 µM), inactives show top-dose activity change, negative = inhibition, usual class: inhibitors; also: potency is read from the fitted curve at half-maximal effect
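Whole-lifecycle infectious HCVcc-Cre system; cells 1,000/well, compound then virus (~0.5 moi) added 4 h after plating, 44 h culture. Luciferase read 15 sec following 15 min substrate incubation, room temp.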
AmpC detergent = blocks E. coli AmpC beta-lactamase in detergent assay; P00811; AmpC hydrolysis of nitrocefin, absorbance 480 nm, 0.01% Triton; Potency, µM (top dose mostly 114 µM), inactives show top-dose activity change, negative = inhibition, most hits filed as inhibitors; actives 0.041% (n = 370,000);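 also: potency is read from the fitted curve at half-maximal effect; 0% = no-compound wells and -100% = no-enzyme wells; nearly all actives have a fitted effect of over 25% in size; some results filed as inactive show a strong effect at the top dose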
Target sequence (P00811 whole entry, looked up): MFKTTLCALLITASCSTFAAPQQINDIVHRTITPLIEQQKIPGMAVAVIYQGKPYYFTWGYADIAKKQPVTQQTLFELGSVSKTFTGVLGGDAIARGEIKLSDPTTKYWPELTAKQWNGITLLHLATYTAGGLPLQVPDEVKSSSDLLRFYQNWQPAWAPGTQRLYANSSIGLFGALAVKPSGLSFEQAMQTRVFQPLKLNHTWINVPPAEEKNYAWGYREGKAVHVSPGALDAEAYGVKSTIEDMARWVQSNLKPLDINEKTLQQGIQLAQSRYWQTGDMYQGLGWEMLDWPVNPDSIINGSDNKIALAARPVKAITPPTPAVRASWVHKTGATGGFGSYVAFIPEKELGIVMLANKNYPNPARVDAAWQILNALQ
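20 mM phosphate pH 7.0 + 0.01% (detergent screen) or 0.0001% Triton X-100; 5.3 nM AmpC reagent; cpd preinc 15 min RT; nitrocefin (800 uM stock) to start; A480 q20 s × 4 min; Activity was normalised to no-enzyme and no-compound control wells.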
HCMV antiviral = human cytomegalovirus inhibition; HFF cells, HCMV-luciferase reporter, 72 h; stronger effect = lower value; activity change, negative = inhibition, % at 57.5 µM; actives 4.5% (n = 410,000); AID 1259415; in the data active = activity change below about -60%; inconclusive = no clear call, values can overlap the other calls; inactive = above about -39%
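Screen run at 2 compound doses on HFFs infected with reporter HCMV, MOI 1 PFU/cell. Luciferase activity from cell lysates at 72 h post infection gave inhibition relative to buffer-only and Salinomycin wells.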
LmPK inh = inhibitors of Leishmania mexicana pyruvate kinase. Q27686. purified LmPK, Kinase-Glo ATP luminescence, 1 h. Potency, µM (top dose mostly 57.5 µM), without a hit: at the highest dose activity change, negative = inhibition, hits mostly inhibitors. actives 0.37% (n = 290,000); also: potency is read from the fitted curve at half-maximal effect
Target sequence (Q27686 whole entry, looked up): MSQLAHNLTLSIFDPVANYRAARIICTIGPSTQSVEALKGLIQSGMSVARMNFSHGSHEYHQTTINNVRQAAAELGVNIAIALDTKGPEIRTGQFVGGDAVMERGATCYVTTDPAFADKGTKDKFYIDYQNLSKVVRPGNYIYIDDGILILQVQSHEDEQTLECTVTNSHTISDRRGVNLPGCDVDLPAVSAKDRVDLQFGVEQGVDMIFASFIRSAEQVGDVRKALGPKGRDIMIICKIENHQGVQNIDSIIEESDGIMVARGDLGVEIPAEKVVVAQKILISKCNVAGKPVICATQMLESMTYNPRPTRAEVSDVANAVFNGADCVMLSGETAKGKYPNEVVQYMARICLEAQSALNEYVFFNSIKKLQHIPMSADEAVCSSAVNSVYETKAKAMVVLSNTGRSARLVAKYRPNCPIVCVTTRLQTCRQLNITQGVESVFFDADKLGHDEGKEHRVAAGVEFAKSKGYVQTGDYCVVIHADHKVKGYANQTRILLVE
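Purified LmPK (0.1 nM) converted ADP (0.1 mM) to ATP with PEP (0.5 mM) in imidazole buffer pH 7.2 with KCl and MgCl2, 1 h at room temperature. ATP was read by Kinase-Glo luminescence; data normalized to uninhibited and no-enzyme controls.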
AmpC no deterg = inhibitors of E. coli AmpC beta-lactamase without detergent; AmpC nitrocefin hydrolysis, absorbance 480 nm, 0.0001% Triton; AID 485341; actives 0.52% (n = 330,000); Potency, µM (doses to about 57.1 µM), without a hit: top-dose activity change, negative = inhibition, most hits filed as inhibitors;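 also: potency is read from the fitted curve at half-maximal effect; plate controls were no compound for no effect and no enzyme for full effect; nearly all actives have a fitted effect of over 20% in size; some results filed as inactive show a strong effect at the top dose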
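20 mM phosphate pH 7.0 + 0.01% (detergent screen) or 0.0001% Triton X-100; 5.3 nM AmpC reagent; cpd preinc 15 min RT; nitrocefin (800 uM stock) to start; A480 q20 s × 4 min; Activity was normalised to no-enzyme and no-compound control wells.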
TbPYK inhibitor = blocks Trypanosoma brucei pyruvate kinase; AID 624173; Potency, µM (top dose mostly 76.8 µM), without a hit: at the top dose activity, negative = inhibition, hits mostly inhibitors; Q57TT1; actives 0.12% (n = 410,000); TbPYK enzyme, Kinase-Glo Plus ATP luminescence, 45 min; also: potency is read from the fitted curve at half-maximal effect; nearly all actives have a fitted effect of over 50% in size
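Screened from lowest to highest concentration, compounds were pinned into TbPYK/substrate mixtures, and ADP (130 uM final) was added. Plates sat at room temperature for 45 min prior to Kinase-Glo Plus detection by luminescence.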
Starred values were filed as active, the others as inactive; ? = inconclusive; nt = no result given; & = joins results of further samples; ! = not active in a repeat; [ ] = another dose, or the depositor's remark. Unless noted, calls follow the shape of the dose curve; as a rule, active = well fitted curve in the direction sought with a large enough effect; inconclusive = small, poorly fitted or top-dose-only effect, or another doubt; inactive = no such curve, though single readings can be large; an effect the other way counts as inactive or inconclusive. Unless noted, % is scaled to controls: 0 for no effect and ±100 for the full control effect.

SMILES	AMA1 RON2 block	HCV inhibitor	AmpC detergent	HCMV antiviral	LmPK inh	AmpC no deterg	TbPYK inhibitor
CCn1c(SCC(=O)N2CCCc3ccccc32)nc2c1c(=O)n(C)c(=O)n2C	5%	-58%	-8%	4	-2%	-2%	-5%
CNC(=O)c1[nH]cnc1C(=O)Nc1ccccc1	58%[activator]	15%	1%	33	nt	-10%	-4%
O=C(CNC(=O)Cc1cccc2ccccc12)NCc1ccc(F)cc1	-7%	0%	13%	-7	0%	1%	-21%
Nc1cc(N)nc(SCCc2ccccc2)n1	-17%	11%	-10%	4	-4%	-31%	-2%
O=C(/C=C/c1c(F)cccc1Cl)NCCCN1CCOCC1	1%	6%	-11%	87	5%	-12%	1%
O=C1C(=O)N(C2CCN(C(=O)c3ccccc3Cl)CC2)CCN1Cc1ccc(F)cc1	nt	nt	-2%	-5	nt	nt	1%
NC(=O)C1CCN(c2ccc(C(F)(F)F)cn2)CC1	-7%	14%	2%	20	-2%	-13%	1%
COCCn1c(N)c(N(Cc2ccccc2)C(=O)C2CCCCC2)c(=O)[nH]c1=O	34%[activator]	23%	-4%	0	5%	-16%	-2%
COc1ccc(N(C)C(=O)c2cc3c(s2)-c2ccccc2S(=O)(=O)C3)cc1	-20%	?	0%	-12	2%	-1%	1%
O=C(CCC1CCCC1)N1CCN(C(=O)c2cccnc2)CC1	-3%	2%	1%	10	3%	0%	7%
O=C1CCC(=O)N1CCCCCc1nc(-c2ccccc2)no1	-8%	-23%	?	31	-4%	3%	-18%
CCN(CC1COc2ccccc2O1)C(=S)NCCCN(C)C (stereo unspecified)	-5%	-23%	-3%	?	5%	20%	0%
COC(=O)CN(c1ccccc1F)S(=O)(=O)c1ccccc1	-8%	8%	7%	-21	5%	-13%	-12%
CCSc1nnc(NC(=O)c2cc(C)nc3ccccc23)s1	-7%	20%	?	11	0%	-23%	1%
CCCc1cc(N2CCN(c3cccc(C)c3C)CC2)n2cnnc2n1	nt	nt	-6%	?	nt	nt	0%
CCc1ccc(CN(Cc2cn[nH]c2-c2ccc(OC)cc2)C(=O)Nc2ccc(C)c(F)c2)cc1	nt	nt	19%	-22	nt	nt	0%
OC1(c2ccccc2)CC(c2ccccc2)c2ccccc2O1 (stereo unspecified)	0%	?	nt	?	nt	nt	5%
CCCCN(C(=O)c1ccc(C)cc1)c1c(N)n(CCC)c(=O)[nH]c1=O	3%	10%	0%	2	-2%	-18%	11%
COc1ccc(CCNC(=O)C2CCC(C(C)(C)C)CC2)cc1OC (stereo unspecified)	12%	-15%	-2%	-18	-7%	124%[activator]	4%
O=C(NNc1c(F)c(F)cc(F)c1F)C1CCN(S(=O)(=O)c2ccccc2F)CC1	0%	-12%	nt	36	nt	-45%	-3%
O=C(O)/C=C/C(=O)Nc1ccc(OC(F)(F)F)cc1Br	2%	8%	2%	8	-2%	1%	-7%
COc1cccc(C(=O)c2c[nH]c(C(=O)NCc3cccnc3)c2)c1	-10%	-15%	5%	48	2%	-9%	-22%
C#CCOCCOCCOCCNc1nc(N2CCN(C(=O)[C@H](C)n3cc(CCC(=O)O)nn3)CC2)nc(N2CCN(C(=O)[C@H](C)n3cc(CCC(=O)O)nn3)CC2)n1	0%	-2%[8.37 µM]	nt	1	nt	nt	2%
CC(Sc1nnc(-c2ccccc2Br)o1)C(=O)N1CCOCC1 (stereo unspecified)	16%	0%	?	16	1%	2%	1%
COc1cc(NC(=O)COC(=O)Cc2ccc(-c3ccccc3)cc2)cc(OC)c1	-6%	21%	3%	-7	5%	11%	-11%

Quoted at random: two compounds from above, in no set order.
SMILES	AMA1 RON2 block	HCV inhibitor	AmpC detergent	HCMV antiviral	LmPK inh	AmpC no deterg	TbPYK inhibitor
CCc1ccc(CN(Cc2cn[nH]c2-c2ccc(OC)cc2)C(=O)Nc2ccc(C)c(F)c2)cc1	nt	nt	19%	-22	nt	nt	0%
COc1ccc(N(C)C(=O)c2cc3c(s2)-c2ccccc2S(=O)(=O)C3)cc1	-20%	?	0%	-12	2%	-1%	1%

Some of these compounds in order of molecular weight, rising:
SMILES	AMA1 RON2 block	HCV inhibitor	AmpC detergent	HCMV antiviral	LmPK inh	AmpC no deterg	TbPYK inhibitor
Nc1cc(N)nc(SCCc2ccccc2)n1	-17%	11%	-10%	4	-4%	-31%	-2%
NC(=O)C1CCN(c2ccc(C(F)(F)F)cn2)CC1	-7%	14%	2%	20	-2%	-13%	1%
OC1(c2ccccc2)CC(c2ccccc2)c2ccccc2O1 (stereo unspecified)	0%	?	nt	?	nt	nt	5%
O=C1CCC(=O)N1CCCCCc1nc(-c2ccccc2)no1	-8%	-23%	?	31	-4%	3%	-18%
O=C(CCC1CCCC1)N1CCN(C(=O)c2cccnc2)CC1	-3%	2%	1%	10	3%	0%	7%
COC(=O)CN(c1ccccc1F)S(=O)(=O)c1ccccc1	-8%	8%	7%	-21	5%	-13%	-12%
CCSc1nnc(NC(=O)c2cc(C)nc3ccccc23)s1	-7%	20%	?	11	0%	-23%	1%
COc1cccc(C(=O)c2c[nH]c(C(=O)NCc3cccnc3)c2)c1	-10%	-15%	5%	48	2%	-9%	-22%
CCN(CC1COc2ccccc2O1)C(=S)NCCCN(C)C (stereo unspecified)	-5%	-23%	-3%	?	5%	20%	0%
O=C(CNC(=O)Cc1cccc2ccccc12)NCc1ccc(F)cc1	-7%	0%	13%	-7	0%	1%	-21%
CC(Sc1nnc(-c2ccccc2Br)o1)C(=O)N1CCOCC1 (stereo unspecified)	16%	0%	?	16	1%	2%	1%
COCCn1c(N)c(N(Cc2ccccc2)C(=O)C2CCCCC2)c(=O)[nH]c1=O	34%[activator]	23%	-4%	0	5%	-16%	-2%
COc1cc(NC(=O)COC(=O)Cc2ccc(-c3ccccc3)cc2)cc(OC)c1	-6%	21%	3%	-7	5%	11%	-11%
CCn1c(SCC(=O)N2CCCc3ccccc32)nc2c1c(=O)n(C)c(=O)n2C	5%	-58%	-8%	4	-2%	-2%	-5%
O=C1C(=O)N(C2CCN(C(=O)c3ccccc3Cl)CC2)CCN1Cc1ccc(F)cc1	nt	nt	-2%	-5	nt	nt	1%

More structures.
SMILES	AMA1 RON2 block	HCV inhibitor	AmpC detergent	HCMV antiviral	LmPK inh	AmpC no deterg	TbPYK inhibitor
O=[N+]([O-])c1cccc(-c2noc3c2-c2nc(Cc4cccc5ccccc45)sc2CC3)c1	-2%	-5%	-14%	17	nt	-21%	-4%
O=C(COc1ccc(Cl)cc1)NCCCNC(=O)c1ccncc1	6%	-4%	-11%	-10	4%	-5%	5%
Cc1ccc(-c2ccc(=O)n(Cc3ccc(F)cc3)n2)cc1	10%	-13%	-3%&2%	-63*!	-2%	85%[activator]	-13%&2%
COc1ccc(C2=Nn3c(nc4sc(C(=O)Nc5cccc(C)c5)c(C)c4c3=O)SC2)cc1	nt	nt	25%	-6	nt	nt	2%
CCc1cc(SC#N)cc(CC)c1NC(=O)CCl	-2%	?	-15%	-74*	2%	-12%	-10%
COc1ccccc1/C=C(/C(=O)OCC(=O)Nc1ccc(N(C)C)cc1)c1ccccc1	?	?	?	-16	3%	-29%	-16%
NCCCC[C@@H]1NC(=O)[C@H](CCC(=O)O)NC(=O)c2cc([N+](=O)[O-])cc(I)c2SC[C@@H](C(=O)NCC(N)=O)NC1=O	-23%	6%	?	80	2%	-20%	0%
COC(=O)C1=C(C)Nc2c(c(=O)n(C)c(=O)n2C)C1c1cccnc1 (stereo unspecified)	-8%	12%	-7%	6	1%	-12%	-2%
CC1CCCC(NC(=O)COC(=O)COc2ccc(Br)cc2)C1C (stereo unspecified)	-4%	9%	nt	-13	nt	-4%	-8%
CN(CC(=O)Nc1ccc(OC(F)(F)F)cc1)C(=O)Cc1ccc2c(c1)CCC2	8%	-26%	-7%	25	nt	0%	-8%
O=C(Nc1ccccc1N1CCOCC1)C1=NN(c2ccccc2)C(=O)CC1	-7%	20%	-6%	-6	nt	22%	-21%
CCOc1ccc(N2CC(NC(=O)C3CCCC3)CC2=O)cc1 (stereo unspecified)	nt	nt	-3%	33	nt	nt	0%
CC1C(Br)C(=O)NC(=O)N1Cc1ccccc1 (stereo unspecified)	-21%	15%	0%	18	1%	-15%	0%
CCOC(=O)c1c(C)n(C)c2ccc(OCC(O)CN3CCCCCC3)cc12 (stereo unspecified)	0%	-29%	?	-18	11%	9%	2%
CCn1c(SCC(=O)N2CCCC(C)C2)nnc1-c1ccc(S(=O)(=O)N2CCN(C)CC2)cc1 (stereo unspecified)	3%	3%	-10%	18	2%	106%[activator]	-7%
COc1ccc(NC(=O)Cn2nnc(C(=O)NCCc3ccc(OC)c(OC)c3)c2N)c(OC)c1	-2%	?	?	-32	13%	31%	-1%
CC(=O)Nc1ccc(CN2CCC(Oc3ccc(C(=O)N4CCCC4)cc3)CC2)cc1	-20%	11%	-1%	-25	2%	2%	-2%
CC(=O)n1cc([C@@H]2C=C(C(=O)N3CCOCC3)O[C@H](OCc3ccc(CO)cc3)C2)c2ccccc21	-4%	9%	-6%	-16	5%	169%[activator]	3%
Cc1ccc(-c2noc(CCC(=O)NCC3CCN(Cc4cccc(C)c4)CC3)n2)cc1	3%	1.1µM*	-8%	?	-1%	104%[activator]	-7%
C=C(C=O)CC1CC(O)[C@]2(C)OC3CC4OC5C[C@]6(C)O[C@]7(C)CCC8OC9C[C@]%10(C)OC%11C(C)=CC(=O)OC%11CC%10OC9C[C@@H](C)C8OC7CC6O[C@]5(C)CC5OC5C4OC3CC2O1 (stereo partly specified)	42%[activator]	nt	3%	nt	-6%	142%[activator]	-2%
CN(C)C(=S)Nc1cccc(C(F)(F)F)c1	0%	2%	1%	13	0%	-2%	-2%
Cc1nc2cc(Cl)ccc2n1CCO	-3%	20%	-10%	12	-5%	-24%	4%
CN(C)C(CNC(=O)Nc1cccc(Cl)c1)c1cccnc1 (stereo unspecified)	10%	?	-2%	16	0%	-1%	-4%
